Screens as filed in PubChem.
hcDAF12 agonist: H. contortus DAF-12 nuclear receptor activators, primary screen, cell-based, luminescence, HEK293, lit1-tk-luc reporter; HEK293 hcDAF-12 lit1-tk-luc reporter; 0% DMSO, 100% Δ7-dafachronic acid; AID 652067, 2013; 370,000 tested, 1.4% active; activation, % at 6.8 µM;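 active = activation above the mean of all tested compounds plus 3 SD, cut at about 5.5% in these data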;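 also: 100% = response to 3 µM Δ7-dafachronic acid high control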
NPR1 activator: GC-A stimulated cGMP production enhancers – HEK293 GC-A cells, cGMP TR-FRET, EC30 ANP, primary screen; AID 1671463, 2021; 0% at EC30 ANP, 100% saturating ANP; activation, % at 10 µM; 370,000 tested, 0.14% active; in the data active = activation above about 40%
DAX1 inh-1: DAX1 (NR0B1) inhibitors on StAR promoter, primary screen, cell-based, luminescence, SF-1 (NR5A1), full-length DAX-1. HEK293T StAR-luciferase reporter, SF-1/DAX-1 repression relief. inhibition, % at 6.8 µM. 370,000 tested, 1.1% active. AID 652010, 2013;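 active = inhibition above the mean over all tested compounds plus 3 SD, cut at about 3.6% in these data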;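 also: 0% = DAX-1 cells with DMSO and 100% = cells lacking DAX-1 with DMSO; higher inhibition means more luminescence from relief of DAX-1 repression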
HGIII-sPLA2 inh: human group III sPLA2 inhibitors, primary screen, biochemical, QFRET, BODIPY PC-A2 liposome substrate. QFRET BODIPY PC-A2 liposome hydrolysis, fluorescence. inhibition, % at 12.2 µM. 370,000 tested, 0.56% active. AID 743126, 2013;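 active = inhibition above mean plus 3 SD of compounds lying within the high and low control bounds, cut at about 19% in these data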;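 also: 0% = median of test compound wells and 100% = no enzyme DMSO wells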
Target sequence (Q9NZ20 whole entry, looked up): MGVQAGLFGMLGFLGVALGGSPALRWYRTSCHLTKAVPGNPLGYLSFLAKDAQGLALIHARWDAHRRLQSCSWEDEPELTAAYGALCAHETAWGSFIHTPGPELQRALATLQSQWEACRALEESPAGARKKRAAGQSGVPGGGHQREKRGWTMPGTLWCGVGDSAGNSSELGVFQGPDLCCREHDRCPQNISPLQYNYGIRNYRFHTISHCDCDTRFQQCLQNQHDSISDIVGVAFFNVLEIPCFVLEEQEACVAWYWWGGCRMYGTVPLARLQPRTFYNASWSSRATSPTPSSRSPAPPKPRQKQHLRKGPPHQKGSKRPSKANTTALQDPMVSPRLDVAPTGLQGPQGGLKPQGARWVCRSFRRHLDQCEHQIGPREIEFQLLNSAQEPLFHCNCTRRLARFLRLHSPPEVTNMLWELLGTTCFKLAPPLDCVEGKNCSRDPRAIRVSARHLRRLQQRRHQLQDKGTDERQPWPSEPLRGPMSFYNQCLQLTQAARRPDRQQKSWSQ
FXN GAA850 act: FXN promoter activators, primary screen, cell-based, luciferase luminescence, HEK293 lucGAA850. activation, % at 6 µM. AID 540364, 2011. 360,000 tested, 0.56% active. HEK293 lucGAA850 FXN promoter luciferase reporter, 24 h; percent of 10 µM SAHA response;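 active = activation above the average of all compounds screened plus 3 SD, cutoff fixed separately per campaign, cut at about 7.5% in these data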;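 also: 0% = DMSO wells and 100% = 10 µM SAHA wells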
KLK7 zymogen act: proKLK7 zymogen activators, primary screen, biochemical, fluorescence intensity; purified proKLK7, EDANS-DABCYL substrate fluorescence; 100% is mature enzyme control, 0% vehicle; Kallikrein-7 (Homo sapiens), P49862; 370,000 tested, 0.9% active; activation, % at 7 µM;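 active = activation above the mean of all tested compounds plus 3 SD, computed per campaign excluding outliers beyond control limits, cut at about 13% in these data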
Target sequence (P49862 whole entry, looked up): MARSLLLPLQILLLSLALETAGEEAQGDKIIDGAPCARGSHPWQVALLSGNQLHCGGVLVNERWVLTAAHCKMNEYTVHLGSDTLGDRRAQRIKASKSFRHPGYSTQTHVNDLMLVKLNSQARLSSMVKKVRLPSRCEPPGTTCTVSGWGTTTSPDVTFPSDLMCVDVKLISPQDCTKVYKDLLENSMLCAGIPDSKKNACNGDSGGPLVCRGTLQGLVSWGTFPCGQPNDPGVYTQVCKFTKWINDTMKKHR
ssDAF-12 act: S. stercoralis DAF-12 nuclear receptor activators, primary screen, cell-based, luminescence, HEK293, GRIP1 co-expression, lit1-tk-luc | Nuclear hormone receptor DAF-12 (Strongyloides stercoralis) | HEK293 ssDAF-12/GRIP1 lit1-tk-luc reporter; % of 3 µM dafachronic acid response | activation, % at 6.8 µM | 370,000 tested, 1% active | AID 652126, 2013;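 active = activation above the mean over all tested compounds plus 3 SD, cut at about 0.9% in these data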;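 also: 0% = DMSO-only wells and 100% = 3 µM delta7-dafachronic acid wells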
DAX1 inh-2: DAX1 (NR0B1) inhibitors, primary screen, cell-based, HEK293, Gal4-DAX1, luciferase luminescence; Nuclear receptor subfamily 0 group B member 1 (Homo sapiens), P51843; HEK293 Gal4-DAX1 luciferase reporter; inhibition, % at 6.75 µM; 340,000 tested, 0.99% active; AID 504766, 2011;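 active = inhibition above the mean over all tested compounds plus 3 SD, cut at about 4.2% in these data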;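 also: 0% = DAX1-transfected cells with DMSO and 100% = empty-vector control cells with DMSO; inhibition shows as a rise in luminescence from relieved DAX1 repression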
Target sequence (P51843 207-470 limits assumed): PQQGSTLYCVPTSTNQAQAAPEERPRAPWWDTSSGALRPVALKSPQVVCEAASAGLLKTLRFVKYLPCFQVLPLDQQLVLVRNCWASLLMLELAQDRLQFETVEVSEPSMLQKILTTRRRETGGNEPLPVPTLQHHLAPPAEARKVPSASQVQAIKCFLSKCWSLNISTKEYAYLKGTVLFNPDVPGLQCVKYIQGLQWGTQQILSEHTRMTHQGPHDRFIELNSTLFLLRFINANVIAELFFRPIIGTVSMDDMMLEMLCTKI
hgDAF12 agonist: H. glycines DAF-12 receptor agonists, primary screen, cell-based, luminescence, HEK293, GAL4 fusion, UAS-luciferase | 370,000 tested, 1.8% active | HEK293 GAL4-hgDAF12 UAS-luciferase reporter, agonist luminescence; normalized to butyrate control | activation, % at 6.8 µM | Nuclear hormone receptor DAF-12 (Heterodera glycines), GAL4 fusion;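 active = activation above a cutoff set at the mean of all screened compounds plus 3 SD, cut at about 10% in these data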;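 also: 0% = DMSO wells and 100% = sodium butyrate wells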
SMARCA2 activ: SMARCA2 (BRM) function activators, primary screen, cell-based, luminescence, high throughput; MG213 cells, MMTV-luciferase reporter, dexamethasone, overnight; activation, % at 9.1 µM; 370,000 tested, 1% active; AID 652017, 2013; in the data active = activation above about 7.8%;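 also: 0% = vehicle wells and 100% = reference activator wells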
NPR2 activator: human GC-B receptor activators, primary screen, HEK293 GC-B cells, cGMP TR-FRET, EC30 CNP; Atrial natriuretic peptide receptor 2 (Homo sapiens), P20594; 0% at EC30 CNP, 100% saturating CNP; activation, % at 10 µM; 370,000 tested, 0.11% active;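 active = activation at 10 µM reaching about 35% in either raw or pattern-adjusted values, limit read from the data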
* = called active by the depositor; . = not tested or not shown.

Sequence of screens – hcDAF12 agonist	NPR1 activator	DAX1 inh-1	HGIII-sPLA2 inh	FXN GAA850 act	KLK7 zymogen act	ssDAF-12 act	DAX1 inh-2	hgDAF12 agonist	SMARCA2 activ	NPR2 activator
[1] Cc1cc(C)n(-c2nc3c(c(=O)[nH]c(=O)n3C)n2C)n1
 : 0.7	6	0.3	2	1.6	-0.5	-1.2	0.8	-0.4	0	-2
[2] O=C(O)C(c1ccccc1)C1(O)CC2CCC1C2 (stereo unspecified)
 : -1.5	-3	0.8	-7	-2.1	-0.4	-1.5	1.9	-1.2	6	2
[3] O=c1cc(SCc2ccccc2)nc[nH]1
 : 0.5	0	2.5	5	1.3	0.1	-1.5	-1.4	3.2	-6	3
[4] CCOC(=O)C1C(=O)CC(C)(O)C(C(=O)OCC)C1c1cccc(OC)c1 (stereo unspecified)
 : -2.0	-2	0.0	-4	-0.1	0.4	-1.1	1.4	-0.8	-1	4
[5] COc1ccccc1-n1cnnc1SCC(=O)Nc1ncc(Cl)cc1Cl
 : -2.8	-1	-0.7	2	-1.9	-0.5	-1.1	0.4	-2.8	-2	-5
[6] Cc1cc(C)c(C)c(S(=O)(=O)Nc2ccccc2C(=O)NCCCN2CCOCC2)c1C
 : 0.0	-5	0.1	-20	0.6	-0.9	-1.4	-0.6	-0.7	-2	3
[7] O=[N+]([O-])c1cccc(CON=Cc2cc(Cl)ccc2O)c1
 : -0.9	2	-0.4	-19	-0.4	-0.4	-0.9	1.0	2.8	-1	-6
[8] CC1CCN(C(=O)c2ccc(N3C(=O)c4ccccc4C3=O)cc2)CC1
 : 1.3	-1	0.0	7	0.4	-0.3	-0.9	0.7	-1.2	-2	-14
[9] CCC1CCCCN1C(=O)CSc1nnc(-c2ccc(Cl)cc2)o1 (stereo unspecified)
 : 1.4	6	0.4	2	-0.5	-0.7	-1.7	-0.2	-2.3	1	-2
[10] Cc1cccc(C(=O)OCC(=O)NC23CC4CC(CC(C4)C2)C3)c1O
 : -0.1	-1	0.7	-12	5.7	1.0	-0.3	0.9	5.9	3	-5
[11] CCOc1ncccc1C(=O)NCCc1ccc(OC)cc1
 : -2.3	-1	-0.6	1	-3.2	0.4	-1.0	0.4	3.4	-1	2
[12] CN(CCOc1ccccc1)CC(=O)Nc1ccc(S(=O)(=O)N2CCCC2)cc1
 : 1.6	-3	0.0	-5	-0.9	0.1	-2.0	-1.7	0.6	-2	-3
[13] COc1cccc(C(NC(C)=O)c2nc(-c3cccc4cccnc34)cs2)c1 (stereo unspecified)
 : -0.5	-2	-1.3	0	1.5	-0.7	-1.1	.	-1.0	0	-3
[14] CC(=O)N1CCN(c2cc(N3CCCC3)c(F)cc2[N+](=O)[O-])CC1
 : -0.5	4	-3.1	2	1.6	-0.4	-0.7	-0.8	1.3	4	-5
[15] CCCOc1ccc(C(F)(F)F)cc1NC(=O)CCc1c(C)noc1C
 : 1.0	-6	-1.7	0	4.7	0.1	-1.4	0.0	-2.1	-2	-1
[16] CCC(C)N1C(=O)CCC1C(=O)N1CCN(c2ccc(F)cc2)CC1 (stereo unspecified)
 : -0.1	3	0.2	-1	0.8	-0.6	-1.6	0.0	3.1	-3	10
[17] Cc1[nH]c2ccc(-c3nnc(SCC(=O)c4ccc(F)cc4)o3)cc2c1C
 : -1.1	-3	0.8	-21	-0.4	-0.5	-1.5	-0.8	1.3	12*	-11
[18] Cn1nc(C(=O)OCC(=O)NCc2ccc(Cl)cc2)c2ccccc2c1=O
 : 2.7	-8	-1.4	2	2.3	0.3	-1.5	-0.1	-1.9	2	-6
[19] O=C(Oc1cc(Cl)ccc1Cl)C1=CC=CN2CCS(=O)(=O)N=C12
 : 2.5	5	1.9	1	0.5	-34	-0.3	0.2	0.3	-6	-1
[20] CCC[C@H](CN[C@@H](CNC)[C@H](C)O)NCCc1ccc(OC)cc1
 : 0.2	1	-0.6	3	1.7	-0.1	-1.4	-0.1	0.2	1	-3

Part of the list above, with bars between the fields.
No. | Compound | hcDAF12 agonist | NPR1 activator | DAX1 inh-1 | HGIII-sPLA2 inh | FXN GAA850 act | KLK7 zymogen act | ssDAF-12 act | DAX1 inh-2 | hgDAF12 agonist | SMARCA2 activ | NPR2 activator
4 | CCOC(=O)C1C(=O)CC(C)(O)C(C(=O)OCC)C1c1cccc(OC)c1 (stereo unspecified) | -2.0 | -2 | 0.0 | -4 | -0.1 | 0.4 | -1.1 | 1.4 | -0.8 | -1 | 4
5 | COc1ccccc1-n1cnnc1SCC(=O)Nc1ncc(Cl)cc1Cl | -2.8 | -1 | -0.7 | 2 | -1.9 | -0.5 | -1.1 | 0.4 | -2.8 | -2 | -5

Continuation.
Sequence of screens – hcDAF12 agonist	NPR1 activator	DAX1 inh-1	HGIII-sPLA2 inh	FXN GAA850 act	KLK7 zymogen act	ssDAF-12 act	DAX1 inh-2	hgDAF12 agonist	SMARCA2 activ	NPR2 activator
[21] CC1=C(C(=O)N(C)C)C(c2ccc(Cl)c(Cl)c2)NC(=O)N1 (stereo unspecified)
 : 1.0	-5	-0.2	-4	-1.5	0.2	-1.1	0.6	-1.5	0	-12
[22] CCOc1ccc(C2=C/C(=C/c3cccnc3)C(=O)O2)cc1
 : -0.7	13	0.5	-9	0.1	0.2	-0.9	-1.8	-2.7	-3	-8
[23] O=C(COc1ccc(Cl)cc1)NCc1ccccc1
 : 1.3	-3	-0.4	6	-0.1	0.4	-1.5	0.2	0.1	-2	-2
[24] O=S1(=O)c2ccc(N3CCN(Cc4ccccc4F)CC3)cc2Oc2ccccc2CN1Cc1cn(Cc2ccccc2C(F)(F)F)nn1
 : 0.1	4	-1.2	4	.	-0.3	-0.7	.	1.9	-1	1
[25] CCn1c(SCc2ccccc2F)nnc1-c1ccncc1
 : 0.1	5	0.0	1	-0.6	-0.1	-1.5	0.3	-0.5	1	-1
[26] COc1cccc(NC(=O)C(Cc2ccccc2)NC(=O)C2CCC(C)CC2)c1 (stereo unspecified)
 : 8.6*	-4	0.5	9	-1.0	-0.2	-1.0	-1.9	6.4	-4	1
[27] O=[N+]([O-])c1cc(Cl)ccc1Sc1cccc2cccnc12
 : -1.5	2	-0.3	-2	2.3	0.4	-1.0	-1.1	-1.7	-3	1
[28] CN(C)C(=O)COC(=O)c1cc(Cl)cc(Cl)c1N
 : -0.7	-4	-0.7	0	-0.8	25*	-1.4	0.2	0.8	-7	-6
[29] CCOC1=C2[C@H](c3ccccc3)N(S(=O)(=O)c3ccc(C)cc3)[C@H](C(C)C)[C@H]2C(C#N)(C#N)C(C#N)(C#N)C1
 : -0.7	-19	-1.1	-29	.	-1.3	-1.0	.	1.1	-3	-14
[30] CCC(CC)CN1CCC(CN2C(=O)C(=O)NC[C@@H]2[C@@H](C)CC)CC1
 : 0.4	1	0.0	6	-2.0	-0.6	-0.7	-0.1	1.7	-4	-6
[31] O=C(O)[C@@H](O)[C@H](O)C(=O)O
 : -2.4	0	-1.3	8	-0.6	-0.2	-1.4	1.5	0.9	-2	6
[32] COc1ccc(NC(=O)CSc2ccc(-c3ccccn3)nn2)cc1OC
 : -0.4	2	-2.0	19*	-1.7	0.4	-0.5	1.9	1.8	-1	1
[33] CC(C)CCNC(=O)[C@H]1COC(O)([C@H](Cc2ccccc2)NC(=O)[C@@H](NC(=O)OCc2ccccc2)C(C)C)CN1C (stereo partly specified)
 : 1.5	0	.	3	.	.	-1.5	.	0.5	.	-1
[34] Clc1ccc(-c2nnc(SCc3ccon3)o2)c(Cl)c1
 : 6.2*	21	7.2*	-4	4.8	0.1	0.6	1.3	16*	2	-4
[35] COCCNC(=S)NC(=O)CC12CC3CC(CC(C3)C1)C2
 : -0.2	9	-0.5	5	6.1	0.1	-1.6	-1.0	-0.7	-2	7
[36] Cn1c(/C=C/c2ccc(Cl)cc2)nc2ccccc2c1=O
 : 2.1	-5	0.1	0	6.5	-11	-0.5	-0.4	6.7	8.7*	-5
[37] O=C(CSc1nc2c(c(=O)n1-c1ccc(Cl)cc1)SCC2)NCc1ccco1
 : -1.6	-4	-0.1	6	-0.1	0.2	-0.7	-0.7	2.0	4	-9
[38] Cc1ccc(CCNS(=O)(=O)c2ccc3c(c2)C(C)(C)C(=O)N3C)cc1
 : 1.8	-2	0.7	-10	-0.8	0.2	-1.0	0.6	0.7	0	-9
[39] COc1cc(SC#N)ccc1N=Cc1c(C)[nH]n(-c2ccc(C)c(C)c2)c1=O
 : 0.1	-6	-0.3	1	-1.5	-0.6	-1.1	0.7	-1.1	-2	-1
[40] CC(C)(C)S(=O)(=O)N1C[C@@H]2CC/C=C\C/C(c3ccccc3)=C\2[C@H]1CCO
 : -1.0	0	2.8	3	-5.2	0.3	-0.9	1.3	4.5	5	-3

Entries above that have an aryl thioether with sulfur outside any ring, in the order listed:
Sequence of screens – hcDAF12 agonist	NPR1 activator	DAX1 inh-1	HGIII-sPLA2 inh	FXN GAA850 act	KLK7 zymogen act	ssDAF-12 act	DAX1 inh-2	hgDAF12 agonist	SMARCA2 activ	NPR2 activator
[3] O=c1cc(SCc2ccccc2)nc[nH]1
 : 0.5	0	2.5	5	1.3	0.1	-1.5	-1.4	3.2	-6	3
[5] COc1ccccc1-n1cnnc1SCC(=O)Nc1ncc(Cl)cc1Cl
 : -2.8	-1	-0.7	2	-1.9	-0.5	-1.1	0.4	-2.8	-2	-5
[9] CCC1CCCCN1C(=O)CSc1nnc(-c2ccc(Cl)cc2)o1 (stereo unspecified)
 : 1.4	6	0.4	2	-0.5	-0.7	-1.7	-0.2	-2.3	1	-2
[17] Cc1[nH]c2ccc(-c3nnc(SCC(=O)c4ccc(F)cc4)o3)cc2c1C
 : -1.1	-3	0.8	-21	-0.4	-0.5	-1.5	-0.8	1.3	12*	-11
[25] CCn1c(SCc2ccccc2F)nnc1-c1ccncc1
 : 0.1	5	0.0	1	-0.6	-0.1	-1.5	0.3	-0.5	1	-1
[27] O=[N+]([O-])c1cc(Cl)ccc1Sc1cccc2cccnc12
 : -1.5	2	-0.3	-2	2.3	0.4	-1.0	-1.1	-1.7	-3	1
[32] COc1ccc(NC(=O)CSc2ccc(-c3ccccn3)nn2)cc1OC
 : -0.4	2	-2.0	19*	-1.7	0.4	-0.5	1.9	1.8	-1	1
[34] Clc1ccc(-c2nnc(SCc3ccon3)o2)c(Cl)c1
 : 6.2*	21	7.2*	-4	4.8	0.1	0.6	1.3	16*	2	-4
[37] O=C(CSc1nc2c(c(=O)n1-c1ccc(Cl)cc1)SCC2)NCc1ccco1
 : -1.6	-4	-0.1	6	-0.1	0.2	-0.7	-0.7	2.0	4	-9
